Screening results from PubChem BioAssay.
GLD-1 RNA inh: GLD-1/TGE RNA complex disruptors, primary screen, biochemical, fluorescence polarization. Female germline-specific tumor suppressor gld-1 (Caenorhabditis elegans), Q17339. purified GLD-1 + fluorescein TGE RNA. inhibition, % at 5.96 µM. 320,000 compounds, 0.44% hits. AID 2280, 2010;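 active means percent inhibition above a per-plate cutoff, the plate mean of test compounds plus 3 SD, cut at about 30% in these data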;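 further: 0% = DMSO wells with GLD-1 and probe and 100% = wells lacking GLD-1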
GRK2 aptamer HTS: compounds blocking aptamer binding on GRK2 – biochemical, human GRK2, bead flow cytometry, HTS, primary screen; Beta-adrenergic receptor kinase 1 (Homo sapiens), P25098; FAM-aptamer displacement from GRK2; inhibition of aptamer binding, % at 10 µM; 330,000 compounds, 0.59% hits;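 active means inhibition of aptamer binding above 40%, roughly 3 SD of noise, on plates passing a quality check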;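 further: median bead fluorescence of bound FAM aptamer so fluorescent compounds give negative values; no value below 0 was filed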
Target sequence (P25098 whole entry, looked up): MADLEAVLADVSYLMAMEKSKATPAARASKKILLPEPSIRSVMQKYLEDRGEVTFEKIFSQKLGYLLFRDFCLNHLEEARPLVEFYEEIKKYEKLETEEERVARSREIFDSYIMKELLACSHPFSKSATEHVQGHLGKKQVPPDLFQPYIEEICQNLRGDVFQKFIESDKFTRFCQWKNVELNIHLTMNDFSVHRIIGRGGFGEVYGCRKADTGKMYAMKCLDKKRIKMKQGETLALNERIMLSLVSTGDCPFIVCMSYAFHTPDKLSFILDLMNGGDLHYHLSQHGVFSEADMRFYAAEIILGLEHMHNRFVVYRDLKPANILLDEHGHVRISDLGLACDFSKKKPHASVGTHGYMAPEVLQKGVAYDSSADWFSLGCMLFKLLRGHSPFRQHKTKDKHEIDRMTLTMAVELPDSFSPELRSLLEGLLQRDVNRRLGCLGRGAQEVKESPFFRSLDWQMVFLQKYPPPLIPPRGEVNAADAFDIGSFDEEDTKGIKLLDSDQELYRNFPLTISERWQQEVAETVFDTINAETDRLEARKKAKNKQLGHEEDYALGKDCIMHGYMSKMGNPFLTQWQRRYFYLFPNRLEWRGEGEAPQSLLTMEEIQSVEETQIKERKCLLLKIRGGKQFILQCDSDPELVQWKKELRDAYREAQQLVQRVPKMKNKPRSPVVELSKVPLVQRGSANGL
Fam108B counter: mouse Fam108B serine hydrolase inhibitors, primary screen, counter-screen for RBBP9 inhibitor project, biochemical, fluorescence polarization; AID 1947, 2009; inhibition, % at 9.51 µM; 300,000 compounds, 0.33% hits; recombinant Fam108B, FP-Rh probe fluorescence polarization;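 active means inhibition above the screen mean inhibition plus 3 SD, computed separately per campaign, cut at about 18% in these data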;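 further: inhibitors lower polarization as less probe binds the enzyme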
PME-1 inh: PME-1 inhibitors via competitive probe labeling, primary screen, biochemical, fluorescence polarization, FP-Rh probe, HTS; recombinant PME-1; Protein phosphatase methylesterase 1 (Homo sapiens), Q9Y570; 320,000 compounds, 0.53% hits; inhibition, % at 5.9 µM;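 active means inhibition above the campaign mean of all compounds plus 3 SD, cut at about 26% in these data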;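 further: competitive labeling of PME-1 active site by serine hydrolase directed probe; 0% = PME-1 with DMSO and 100% = wells lacking PME-1 enzyme; inhibitors block probe labeling so polarization falls and inhibition rises; many of its hits are not listed in these tables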
VLA-4 inh: inhibition in human VLA-4 binding assay, primary screen, VLA-4 allosteric modulator project, MLPCN library, flow cytometry, VLA-4 expressing cells; 330,000 compounds, 0.2% hits; Integrin alpha-4 (Homo sapiens), P13612; inhibition, % (about 7 µM as worked out from the volumes in the protocol); ligand binding flow cytometry; in the data active means inhibition above about 50%
MCL1-BIM inh: inhibitors of MCL1 binding to BIM-BH3, primary screen, biochemical, fluorescence polarization; inhibition, % at 10.9 µM; GST-MCL1 / FITC-Bim-BH3 fluorescence polarization; 320,000 compounds, 0.68% hits; Induced myeloid leukemia cell differentiation protein Mcl-1 (Homo sapiens), Q07820;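 active means inhibition above the mean inhibition of all tested compounds plus 3 SD, set per campaign, cut at about 40% in these data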;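 further: 0% = DMSO wells and 100% = unlabeled Bim-BH3 peptide control; higher means more loss of mP so more displacement of Bim peptide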
Target sequence (Q07820 whole entry, looked up): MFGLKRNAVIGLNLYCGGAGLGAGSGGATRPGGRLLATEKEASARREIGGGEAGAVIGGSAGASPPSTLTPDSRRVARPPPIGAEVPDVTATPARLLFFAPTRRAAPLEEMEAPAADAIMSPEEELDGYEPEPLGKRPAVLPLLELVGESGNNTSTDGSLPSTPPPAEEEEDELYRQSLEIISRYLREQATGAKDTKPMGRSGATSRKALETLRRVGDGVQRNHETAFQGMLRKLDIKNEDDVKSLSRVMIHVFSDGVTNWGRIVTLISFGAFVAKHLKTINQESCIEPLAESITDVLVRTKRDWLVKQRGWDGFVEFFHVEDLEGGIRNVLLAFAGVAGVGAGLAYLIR
Efflux pump mplx: inhibitors of Candida efflux pumps in yeast, primary screen, S. cerevisiae, Nile Red, multiplex | 330,000 compounds, 0.44% hits | S. cerevisiae Candida pump triplex | inhibition, % at 10 µM;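 active means plate passing quality check with inhibition over a set limit, or well fluorescence over plate mean plus 4 SD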;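 further: Nile Red retained in pooled yeast measured as flow cytometry median fluorescence; 0% = buffer negative control and 100% = Enniatin B positive control; higher means more Nile Red kept so more efflux inhibition; some compounds called inactive have numbers as strong as hits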
MEX-5 binding: MEX-5 zinc finger RNA-binding disruptors – biochemical, C. elegans, fluorescence polarization, MLPCN library, primary screen | Zinc finger protein mex-5 (Caenorhabditis elegans), Q9XUB2 | MEX-5/FITC-TCR2 RNA binding; hits give low values | activity score (negative = inhibition of binding), % at 10 µM | 300,000 compounds, 0.38% hits | AID 1832, 2009;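 active means inhibition past about -25% in most replicates, and total fluorescence under double the plate's negative control median, limit read from the data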;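 further: 0% = DMSO and -100% = 5 µM competing unlabeled TCR2 RNA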
Bcl-xL primary: inhibitors of human Bcl-xL, primary screen, biochemical, fluorescence polarization, HTS. GST-Bcl-xL / FITC-Bim BH3 peptide fluorescence polarization. inhibition, % at 10.9 µM. 320,000 compounds, 0.7% hits. AID 2129, 2009;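 active means inhibition above the mean of all tested compounds plus 3 SD, cutoff set per campaign, cut at about 30% in these data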;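 further: 0% = DMSO wells and 100% = unlabeled Bim-BH3 peptide competitor; inhibitors lower millipolarization by displacing the labeled peptide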
* marks the source's active call; other numbers are inactive results; / = not tested or not shown. Some of the compounds tested. The share of hits here may be higher or lower than overall.

SMILES	GLD-1 RNA inh	GRK2 aptamer HTS	Fam108B counter	PME-1 inh	VLA-4 inh	MCL1-BIM inh	Efflux pump mplx	MEX-5 binding	Bcl-xL primary
COc1ccc(/C=N\NS(=O)(=O)c2ccc(C)cc2)cc1COc1ccccc1[N+](=O)[O-]	5	0	-20	-31	3	5	-0.1	-0.4	10
CC(=O)c1ccc(NC(=O)/C(C#N)=C/c2ccncc2)cc1	-8	3	-1	1	4	7	-0.1	4.6	5
Cc1ccc(C)c(N2C(=O)CN=C2Nc2ccccc2Cl)c1	5	0	-4	4	5	-3	0.1	-0.8	5
COc1cc(C(=O)Nc2ccc(C)cc2C(NCC(=O)NN)c2ccccc2)cc(OC)c1OC (stereo not drawn)	-5	0	-6	-12	-7	-2	0.1	2.0	1
O=C(CCCC(=O)N(c1ccc2c(c1)OCCO2)C(C(=O)NC1CCCCC1)c1ccc(F)cc1)Nc1ccccn1 (stereo not drawn)	1	2	-10	2	8	5	0.3	2.1	-1
Cc1occc1-c1nnc(SCC(=O)N2CCc3ccccc32)o1	2	0	1	-4	1	9	0.3	2.5	2
COc1cccc2c(=O)cc(C)n(CC(=O)Nc3ccccc3C)c12	-2	1	-4	1	12	-6	0.1	-1.2	-4
COc1ccc([C@H]2CC(=O)C=C(c3ccc4ccccc4c3)C2)cc1OC	3	0	/	-5	0	-9	0.3	/	2
Cn1c(=O)[nH]c2c(nc(-c3ccc(Cl)cc3)n2C)c1=O	19	7	1	-5	-31	21	0.1	-11	21
Cc1ccc(-c2cc(-c3ccccc3)no2)cc1	12	0	1	-2	-5	1	-0.1	0.3	4
CCOc1ncccc1C(=O)NCc1ccc(C)cc1	-2	0	8	3	-13	0	0.0	0.6	0
CCC(=O)Nc1c(C(=O)N2CCN(c3ccccn3)CC2)cnn1-c1ccc(C)cc1	8	1	1	-2	6	-1	-0.1	1.8	-1

Overlap with the part before: 3 compounds, then new ones.
SMILES	GLD-1 RNA inh	GRK2 aptamer HTS	Fam108B counter	PME-1 inh	VLA-4 inh	MCL1-BIM inh	Efflux pump mplx	MEX-5 binding	Bcl-xL primary
Cc1ccc(-c2cc(-c3ccccc3)no2)cc1	12	0	1	-2	-5	1	-0.1	0.3	4
CCOc1ncccc1C(=O)NCc1ccc(C)cc1	-2	0	8	3	-13	0	0.0	0.6	0
CCC(=O)Nc1c(C(=O)N2CCN(c3ccccn3)CC2)cnn1-c1ccc(C)cc1	8	1	1	-2	6	-1	-0.1	1.8	-1
O=C(CSc1nc2ccccc2c(=O)n1-c1ccc(F)cc1)NCc1ccco1	4	0	-3	-3	-3	2	1.3	1.2	2
Cc1ccc(C)c(N2CCN(C(=O)c3ccc(Cl)c(NC4=NC5CS(=O)(=O)CC5S4)c3)CC2)c1 (stereo not drawn)	-3	0	4	5	-4	6	-0.1	-0.4	3
COCCn1nnnc1SCC(=O)c1ccc(F)cc1	0	0	1	1	-9	-7	0.0	-2.6	1
Cc1ccccc1Cn1nc(C)c(NC(=O)c2nc3n(n2)C(C(F)F)CC(C)N3)c1C (stereo not drawn)	-4	1	-1	-3	-7	-4	0.1	-2.5	8
CC(C)c1c(Cl)c(O)c(-c2ccccc2)c(=O)n1-c1ccc(F)cc1	4	5	3	2	-8	-1	0.1	-2.5	3
CC(CNS(=O)(=O)c1cc(Cl)ccc1Cl)CN(C)C (stereo not drawn)	3	0	1	3	6	6	-0.1	-0.7	8
O=C(CN(c1cccc([N+](=O)[O-])c1)S(=O)(=O)c1ccccc1)N(Cc1ccccc1)Cc1ccccc1	8	1	1	5	-18	5	0.0	3.7	1
C=CCNc1c2c(nc3nnnn13)CCCC2	6	0	-1	2	-1	-5	0.0	0.3	3
COC(=O)Nc1nc2ccc(C(=O)c3ccc(F)cc3)cc2[nH]1	-1	2	-3	1	37	5	0.1	-0.1	5
Cn1c(SCC(=O)Nc2ccc(F)cc2)nnc1C1CC1	-3	13	0	2	-3	176*	-0.2	1.0	2
Cc1ccc(C(=O)Nc2ccc(-c3csc(C)n3)cc2)cc1	9	1	1	-6	13	0	-0.2	-1.9	9
CCOc1ccc(NC(=O)CNC(=O)COc2ccccc2)cc1	2	0	-3	-2	20	2	1.3	-0.3	-1
O=C1C(Cc2ccccc2)Nc2ncnc(N3CCN(c4ccccc4)CC3)c2N1Cc1ccc(Br)cc1 (stereo not drawn)	-8	2	/	/	-3	/	82*	/	/
Cc1ccc(NC(=O)N2CCCc3ccccc32)cc1	4	0	-2	-2	-9	5	0.0	-1.2	0
Cc1ccc(N2CC(C(=O)NCCS(=O)(=O)N3CCN(c4ccc(F)cc4)CC3)CC2=O)cc1 (stereo not drawn)	-2	0	-2	-2	4	9	-0.1	0.3	4
Cc1ccc(OCCCn2cc(C#N)c3ccccc32)cc1	3	2	-4	-11	0	3	0.0	0.4	3
COCCCNC(=O)c1ccc(S(=O)(=O)c2ccc(C)cc2)c(NC(C)=O)c1	1	0	-5	-6	4	1	-0.1	0.3	5
COc1cccc(-n2c(=O)[nH]cc(C(=O)Nc3ccc(NC(C)=O)cc3)c2=O)c1	-1	3	-3	-3	-2	1	-0.2	0.2	6
O=C(Nc1cccc(Cl)c1Cl)Nn1cnnc1	5	0	-3	1	-5	-1	0.1	1.2	1
O=C(NN1C(=O)C2C3C=CC(O3)C2C1=O)c1cccc(O)c1 (stereo not drawn)	-4	2	-2	1	6	0	-0.1	1.3	8
CN1CCN(c2ccc(NC(=O)c3ccc(Br)o3)cc2)CC1	-1	0	-2	4	14	1	-0.1	0.4	0
C=CCN(c1ccccc1)S(=O)(=O)c1cccc(C(=O)N(CC)CC(=O)Nc2c(F)cccc2F)c1	6	0	-2	0	-2	0	-2.4	-4.4	2
CC(CN(C)Cc1ccccc1)OC(=O)c1ccc(F)cc1 (stereo not drawn)	4	0	-2	-8	12	5	0.0	-1.2	1
CCOC(=O)CC(=O)CSc1nc2cc(C)ccc2cc1C	23	1	-2	2	2	29	0.1	2.3	21

Among those listed so far, three contain an NH in an aromatic ring:
SMILES	GLD-1 RNA inh	GRK2 aptamer HTS	Fam108B counter	PME-1 inh	VLA-4 inh	MCL1-BIM inh	Efflux pump mplx	MEX-5 binding	Bcl-xL primary
Cn1c(=O)[nH]c2c(nc(-c3ccc(Cl)cc3)n2C)c1=O	19	7	1	-5	-31	21	0.1	-11	21
COC(=O)Nc1nc2ccc(C(=O)c3ccc(F)cc3)cc2[nH]1	-1	2	-3	1	37	5	0.1	-0.1	5
COc1cccc(-n2c(=O)[nH]cc(C(=O)Nc3ccc(NC(C)=O)cc3)c2=O)c1	-1	3	-3	-3	-2	1	-0.2	0.2	6

New compounds follow
SMILES	GLD-1 RNA inh	GRK2 aptamer HTS	Fam108B counter	PME-1 inh	VLA-4 inh	MCL1-BIM inh	Efflux pump mplx	MEX-5 binding	Bcl-xL primary
COc1ccc2ccccc2c1/C=N/NC(=O)c1sc(N)c(C#N)c1C	-13	1	-7	4	26	-19	0.7	1.4	-8
N=c1c2c(ncn1CCCO)Oc1ccc3ccccc3c1C2c1ccccc1 (stereo not drawn)	4	/	-4	-2	15	-1	0.0	1.4	-9
CC1CC(C)CN(CCCNC(=O)c2cn(C)c3ccc(S(=O)(=O)N4CCCC4)cc3c2=O)C1 (stereo not drawn)	4	2	2	2	26	0	0.0	0.7	5
COC(=O)C1=C(C)N(Cc2ccccc2)C(=NCC2CC2)N[C@H]1c1ccccc1	6	0	/	/	-52	/	0.1	/	/
CN(C)CCCN(C(=O)c1sc2ccccc2c1Cl)c1nc2ccc(F)cc2s1	1	0	0	2	4	-25	-0.2	-0.6	1
CN=C(Nc1ccc2c(c1)OCO2)SC1CC(=O)N(c2ccccc2)C1=O (stereo not drawn)	1	4	2	-3	-1	6	-0.1	-1.7	1
COc1ccccc1N(CC(=O)NCC(C)C)S(=O)(=O)c1cccs1	6	4	6	5	9	-3	-0.2	2.3	3
S=c1[nH]nc(COc2ccc(Cl)cc2Cl)n1-c1ccccc1	1	5	6	-7	14	-3	0.1	3.9	0
CC(=O)NC1(c2ccccc2)CCN(c2cc(C)nc(-c3ccccc3)n2)CC1	-14	0	0	4	-1	-6	0.0	2.5	-4
CCN(C(=O)CSc1nc(C)nc2sc3c(c12)CCC3)C1CCS(=O)(=O)C1 (stereo not drawn)	4	0	/	/	-11	/	-0.1	/	/
O=C(N/N=C/c1ccc(Br)o1)c1ccc2c(c1)OCCO2	5	5	2	-2	0	6	0.2	0.3	2
CCNC(=S)NNC(=O)c1csc(CC)c1	-1	2	4	-5	9	8	-0.1	0.0	3
CCOC(=O)C(NCc1ccc(OC)cc1)(NC(C)=O)C(F)(F)F (stereo not drawn)	8	0	2	-6	20	1	0.1	-2.4	-1
COc1ccc(S(=O)(=O)N2CCCC(C(=O)Nc3cccnc3)C2)cc1Cl (stereo not drawn)	0	1	3	2	-17	2	0.1	-2.1	4
O=C(NCCCN1CCN(Cc2ccccc2)CC1)C1CCN(S(=O)(=O)N2CCC3(CC2)OCCO3)CC1	8	1	3	-1	6	9	0.0	2.8	6
COc1ccc(C(=O)/C=C/N(C)C)cc1OC	-1	0	6	-1	2	0	0.1	6.9	0
Cn1c(=O)c2c(nc3n2CCS3)n(C)c1=O	2	1	-5	1	2	5	-0.1	-0.2	3
CC(C)c1ccc(C2C3CSCC=C3C(C#N)=C(N)C2(C#N)C#N)cc1 (stereo not drawn)	4	0	-4	-4	-25	-13	-0.1	2.6	0
CC1CCCN(C(=O)c2cc(S(=O)(=O)N3CCCCC3)c[nH]2)C1 (stereo not drawn)	4	2	1	-5	-9	3	-0.1	-3.9	7
CCOC(=O)C1=C(C)NC(=O)NC1c1ccc(OC)c(Cl)c1 (stereo not drawn)	6	2	1	4	4	5	0.1	2.0	0
OCC1(Cc2ccc(F)cc2F)CCCN(Cc2ccc(Cl)cc2)C1 (stereo not drawn)	5	0	1	1	-6	2	-0.1	-0.2	2
O=C(CN1CCOCC1)Nc1ccc(Cl)c(Cl)c1	5	0	-1	-6	35	-6	0.1	-0.5	5
CO/N=C(/CNC(=O)c1ccccc1Cl)c1ccc(Cl)cc1	0	1	3	2	10	-2	0.1	-0.2	2
